D3 ag = agonists of human D3 dopamine receptor; max activation, %; D3R DiscoveRx beta-arrestin cells, luminescence, 90 min; 410,000 compounds, 0.58% hits; P35462; in the data active means max activation above about 30%; further: 0% is about no effect; mostly tested at two doses, the higher about 12 µM
Target sequence (P35462 whole entry, looked up): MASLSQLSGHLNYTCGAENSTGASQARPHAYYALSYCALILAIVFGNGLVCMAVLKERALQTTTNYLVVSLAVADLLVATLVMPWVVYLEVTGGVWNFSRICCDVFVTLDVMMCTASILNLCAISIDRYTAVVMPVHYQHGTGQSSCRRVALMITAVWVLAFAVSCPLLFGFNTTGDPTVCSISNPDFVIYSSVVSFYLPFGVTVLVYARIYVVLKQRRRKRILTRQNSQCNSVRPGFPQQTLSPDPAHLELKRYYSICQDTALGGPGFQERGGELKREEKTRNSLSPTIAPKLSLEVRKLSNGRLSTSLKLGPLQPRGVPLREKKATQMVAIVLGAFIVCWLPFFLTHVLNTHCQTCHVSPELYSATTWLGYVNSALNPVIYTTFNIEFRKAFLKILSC
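Agonist mode: compounds and dopamine controls were applied to plated cells for 90 min at 37 degrees C after an overnight attachment at 1500 cells/well. Luminescent read-out followed 30 - 60 minutes at room temperature with DiscoveRx detection reagent.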
GLP1R cytotox = cytotoxicity in counter-screen for GLP-1R inverse agonists. HEK293 cAMP-luciferase reporter cells, luminescence, 24 h. Potency, µM (series often up to 38.3 µM), for inactives: at the highest dose activity change, negative = inhibition, hits mostly inhibitors. 410,000 compounds, 0.13% hits. AID 624418; active means well fitted inhibition curve with a large enough effect;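 further: loss of luciferase light is scored as toxicity; potency means the concentration at half of the fitted maximal effect; on the % scale 0 is the no-effect control and ±100 the full control effect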
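1536-well qHTS counterscreen of the MLSMR; 200 cells/uL, 12 h pre-incubation, 23 nL cpd, 24 h at 37 deg C 5% CO2, luciferase detection reagent, 12 min RT, luminescence. Inhibition = undesired.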
* marks the source's active call; other numbers are inactive results.

canonical_smiles | D3 ag | GLP1R cytotox
CC(NC(=O)c1ccc(Cn2c(=O)c3cccn3c3cccnc32)cc1)c1ccccc1 (configuration not stated) | -15 | 4%
COc1ccc(Cl)cc1NC(=O)c1nc(S(C)(=O)=O)ncc1N(Cc1ccc(C)cc1)Cc1ccco1 | -11 | 16%
Cc1cc(C)c(S(=O)(=O)NCC(c2cccs2)S(=O)(=O)c2ccccc2)c(C)c1 (configuration not stated) | -14 | -14%
O=C(NC1CCCC1)c1ccc2c(=O)n(Cc3ccccc3)c(SCc3cccc(F)c3)nc2c1 | -15 | 6%
Cc1noc(/C=C/c2ccccc2F)c1S(=O)(=O)N1CCC(C(=O)N2CCOc3ccccc32)CC1 | 8 | -6%
O=c1n(Cc2ccc([N+](=O)[O-])cc2)c2ccccc2c2nc(-c3ccccc3)nn12 | 53* | -23%
O=C(CCCn1c(=O)c2sccc2n(Cc2ccc(Cl)cc2)c1=O)NCc1ccc2c(c1)OCO2 | -3 | 2%
O=C(NC1CCCC1)c1ccc2c(c1)N(Cc1ccccc1F)C(=O)c1ccccc1S2 | -3 | -4%
CCN(CC)C(=O)C1CCCN(c2ncnc3c2c(-c2ccccc2)cn3-c2cccc(C)c2)C1 (configuration not stated) | -6 | 5%
COc1ccccc1Cn1c(CNS(=O)(=O)c2ccc3c(c2)CCCC3)nc2cccnc21 | -10 | -5%
Cn1c(C(=O)NCc2cccc(F)c2)cc2cc(S(=O)(=O)N3CCCCC3)ccc21 | 4 | -6%
Cc1ccc(Nc2ccc(N3CCN(C(=O)c4cccc([N+](=O)[O-])c4)CC3)nn2)cc1 | 4 | -1%
O=C1C(c2ccc(F)cc2)N(CCc2ccccc2)C(=O)CN1C1CCCCCC1 (configuration not stated) | 10 | -5%
CCN(CC)CCNC(=O)c1ccc2c(c1)NC(=O)C(CS(=O)(=O)Cc1cccc(Br)c1)N2 (configuration not stated) | 0 | 1%
COc1ccc2c(c1)c1c(c(=O)n(-c3ccc(OC)c(OC)c3)c(=O)n1Cc1ccccc1C)n2C | -1 | 7%
Cc1oc(-c2cccc(Br)c2)nc1CN1CCC(C(=O)NCCc2ccc(Cl)cc2)CC1 | 1 | 6%
COCCNC(=O)Cn1c(=O)n(CCCCCC(=O)NCc2ccc3c(c2)OCO3)c(=O)c2sccc21 | 8 | 5%
COc1ccc(CCNC(=O)C(C)n2nc(C)c3sc4ccccc4c3c2=O)c(OC)c1 (configuration not stated) | -3 | 1%
CCc1nn(CC(=O)N2CCN(c3ccc(OC)cc3)CC2)c(=O)c2cc3sccc3n12 | 22 | 8%
CCN(CC)C(=O)Cn1c(=O)n(CCCCCC(=O)NCc2ccc3c(c2)OCO3)c(=O)c2sccc21 | -3 | 10%
CCOc1ccc(NC(=O)CSc2cc(C)c3ccccc3n2)cc1 | 19 | -11%
Cc1cc(C)c(/C=C/c2onc(C)c2S(=O)(=O)N2CCC(C(=O)NCC(C)c3ccccc3)CC2)c(C)c1 (configuration not stated) | 3 | 6%
CSc1cccc(NC(=O)C2CCCN(C(=O)c3cnn(-c4ccc(F)cc4)c3-n3cccc3)C2)c1 (configuration not stated) | 0 | -4%
CCOc1cc(CN2CCN(S(=O)(=O)c3ccc(C)cc3)CC2)ccc1OC | -2 | -3%
CCN(CC)c1nn2c(=O)c(C(=O)NCc3cccc(C)c3)cnc2s1 | 6 | -4%
CN(C)c1ccc(C(=O)Nc2cccc(-c3nc4cccnc4s3)c2)cc1 | -9 | -11%
COc1ccc(CNC(=O)c2cnc3sc(N4CCCC4)nn3c2=O)c(OC)c1 | 16 | 0%
Cc1ccccc1Cn1nnc2sc3c(c2c1=O)CCCC3 | -11 | 2%
COc1ccc2oc(=O)c(-c3cn4c(n3)sc3cc(F)ccc34)cc2c1 | -1 | 10%
COc1ccc(NC(=O)CSc2cn(CC(=O)N3CCOCC3)c3ccccc23)cc1OC | 19 | 6%
CCCCc1ccc(C(=O)Nc2ccc3nc(N4CCN(CC)CC4)cc(C)c3c2)cc1 | -13 | 3%
COc1ccc(N2CCN(CCCNC(=O)c3cnn(-c4ccc(C)cc4)c3-n3cccc3)CC2)cc1 | -22 | 3%
O=C(NCCc1ccccc1)c1ccc2c(c1)N(Cc1ccccc1Cl)C(=O)c1ccccc1S2 | 6 | 0%
N#Cc1ccccc1NC(=O)C(=O)NCCc1csc(-c2ccc(C(F)(F)F)cc2)n1 | 9 | 8%
O=C(c1ccccc1Br)N(Cc1ccco1)Cc1ccco1 | 10 | -2%
Cc1cccc(CC(=O)NC2CC(=O)N(c3cccc(F)c3)C2)c1 (configuration not stated) | 12 | 6%
CCOC(=O)c1c(C)[nH]c(CCC(=O)Nc2ccccc2C(=O)OC)c1C | 6 | 0%
C=C(C)CSc1nc2sc3c(c2c(=O)n1Cc1ccccc1)CC(C)(CC)OC3 (configuration not stated) | -9 | 3%
COc1ccccc1CCNC(=O)Cc1c(C)c2cc3c(C(C)(C)C)coc3c(C)c2oc1=O | 7 | -1%
COc1ccc(N2CCN(C(c3ccccc3)c3sc4nc(-c5ccco5)nn4c3O)CC2)cc1 (configuration not stated) | -15 | 3%
COc1ccc(-c2noc(CSc3nnc(-c4ccncc4)n3-c3ccc(C)c(C)c3)n2)cc1 | 1 | -8%
COc1ccc(/C=C/C(=O)Nc2sc3c(c2C(N)=O)CCCC3)cc1 | -3 | -3%
CCc1ccccc1NC(=O)N1CCc2c([nH]c3ccccc23)C1c1ccc(C)cc1 (configuration not stated) | -14 | -4%
O=C(Nc1cccc(C(=O)OCc2cc(=O)n3c4c(sc3n2)CCCC4)c1)c1ccccc1 | -1 | 2%
O=C(NC1CC(=O)N(c2cccc(F)c2)C1)c1ccc(Br)o1 (configuration not stated) | -17 | 6%
Cc1ccc(CN(C(=O)COc2c(C)cccc2C)C2CCS(=O)(=O)C2)o1 (configuration not stated) | -10 | -6%
COc1cccc2c1cc1c(=O)n(CC(=O)N3CCN(c4cc(Cl)ccc4C)CC3)nc(C)n12 | 15 | 1%
COc1ccc(-n2cc(-c3ccccc3)c3c(N4CCCC(C)C4)ncnc32)cc1 (configuration not stated) | 6 | -8%
Fc1ccc(-c2cn3cc(Cc4ccccc4)sc3n2)cc1 | 1 | -10%
Cc1ccc(-c2nnc(SCC(=O)c3ccc(Cl)cc3)n2-c2ccccc2)cc1 | 1 | 1%

Remaining list, next part.
canonical_smiles | D3 ag | GLP1R cytotox
COc1cccc(NC(=O)CSc2nnc3[nH]c(=O)cc(-c4ccccc4)n23)c1 | -13 | -2%
Cc1ccc(NC(=O)C(c2ccccc2)N2Cc3ccccc3C2=O)cc1Cl (configuration not stated) | -11 | 1%
O=C(c1ccc(F)cc1)N1CCN(CCc2ccncc2)CC1 | -34 | 0%
COc1cc(NC(=O)c2cc3nc(-c4ccccc4)cc(-c4ccccc4)n3n2)c(OC)cc1Cl | -10 | 4%
COc1ccc(-c2noc(CNC(=O)COc3cccc(C)c3C)n2)cc1 | -8 | 1%
CCSc1ncc(Cl)c(C(=O)N(Cc2ccccc2)Cc2ccco2)n1 | -6 | 0%
COc1cc(C2C(=O)N(C3CCCCCC3)CC(=O)N2Cc2ccccc2)ccc1OC(C)C (configuration not stated) | 19 | -1%
CCOc1ccc(S(=O)(=O)NCC(c2ccco2)S(=O)(=O)c2cccs2)cc1 (configuration not stated) | 0 | 5%
COc1ccc(Cn2ccnc2SCC(=O)NCc2ccco2)cc1 | 2 | -4%
CSc1ccc(CNC(=O)c2ccc(NC(=O)c3nsc4ccccc34)cc2)cc1 | -10 | -1%
O=C(Nc1sc2c(c1C(=O)Nc1cccc(Cl)c1)CCCC2)c1cccs1 | -10 | 13%
O=C(c1ccc(C(F)(F)F)cc1)N1CCC(c2nc(-c3ccc(S(=O)(=O)N4CCCC4)cc3)no2)CC1 | 20 | -11%
Cc1ccc(CN2C(=O)C(O)(CC(=O)c3ccc(C)cc3)c3ccccc32)cc1 (configuration not stated) | -18 | 1%
CCc1ccc(-n2nc(CO)c(C(=O)NCC(c3ccccc3)c3ccccc3)n2)cc1 | 12 | 2%
O=C(Cc1csc2ccccc12)NCc1ccccc1F | -7 | 6%
Cc1nc(-n2nc(C)c(Cc3ccc(Cl)cc3)c2C)sc1C(=O)N1CCC(C)CC1 | -4 | 9%
CCc1ccc2oc(C(=O)Nc3nc(-c4ccc(F)cc4)ns3)c(C)c2c1 | 2 | -1%
O=C(Nc1nnc(SCc2cc(=O)n3cc(Cl)ccc3n2)s1)c1cccc(F)c1 | 5 | -13%
Cc1ccccc1C(=O)N1CCC(c2nc(-c3ccc(S(=O)(=O)N4CCCC4)cc3)no2)CC1 | -6 | 4%
CC(C)(C)c1ccc(S(=O)(=O)NCc2nc3cccnc3n2Cc2ccccc2Cl)cc1 | 8 | 1%
CCOc1cccc(CC(=O)NCc2ccc3c(c2)CCN3C(C)=O)c1OCC | -14 | -2%
CC1=C(C(=O)Nc2cccc(C(F)(F)F)c2)C2(CCCCC2)OC1=O | -5 | 4%
COc1cccc(C(=O)N(Cc2ccc(N(C)C)cc2)Cc2ccco2)c1 | -11 | 1%
CCCCOc1ccc(C(=O)NCc2cn3cccc(C)c3n2)cc1 | 7 | 0%
CC(NC(=O)c1nn(C)c2c1CSc1ccccc1-2)c1ccccc1 (configuration not stated) | 1 | 1%

Part of the list above in another layout.
> CCCCc1ccc(C(=O)Nc2ccc3nc(N4CCN(CC)CC4)cc(C)c3c2)cc1
- D3 ag: -13
- GLP1R cytotox: 3%

> COCCNC(=O)Cn1c(=O)n(CCCCCC(=O)NCc2ccc3c(c2)OCO3)c(=O)c2sccc21
- D3 ag: 8
- GLP1R cytotox: 5%

> CSc1cccc(NC(=O)C2CCCN(C(=O)c3cnn(-c4ccc(F)cc4)c3-n3cccc3)C2)c1 (configuration not stated)
- D3 ag: 0
- GLP1R cytotox: -4%

> Cn1c(C(=O)NCc2cccc(F)c2)cc2cc(S(=O)(=O)N3CCCCC3)ccc21
- D3 ag: 4
- GLP1R cytotox: -6%

The listing picks up with the 4 entries that preceded the break.
canonical_smiles | D3 ag | GLP1R cytotox
CC1=C(C(=O)Nc2cccc(C(F)(F)F)c2)C2(CCCCC2)OC1=O | -5 | 4%
COc1cccc(C(=O)N(Cc2ccc(N(C)C)cc2)Cc2ccco2)c1 | -11 | 1%
CCCCOc1ccc(C(=O)NCc2cn3cccc(C)c3n2)cc1 | 7 | 0%
CC(NC(=O)c1nn(C)c2c1CSc1ccccc1-2)c1ccccc1 (configuration not stated) | 1 | 1%
COc1ccc(C(=O)Nc2ccc3nc(SCC(=O)N4CCOCC4)sc3c2)cc1 | 9 | -4%
O=C(NC1CC(=O)N(c2ccc(Cl)cc2)C1)c1ccc(S(=O)(=O)N2CCOCC2)cc1 (configuration not stated) | 5 | -1%
Cc1ccccc1CSc1nnc2[nH]c(=O)cc(C)n12 | -13 | 2%
Cc1ccc(NC(=O)c2ccco2)c(OCc2cc(=O)n3cc(C)sc3n2)c1 | 2 | 1%
CC1=C(c2ccc(C(C)C)cc2)S(=O)(=O)NC1=NCc1ccccc1Br | -3 | 0%
O=c1c(N2CCN(c3cccc(Cl)c3)CC2)csc2ccc(Cl)cc12 | -27 | 22%
Cn1c(=O)n(Cc2ccccc2Cl)c(=O)c2c1nc1n2CCN1c1ccccc1 | 3 | 15%
COc1cccc(CNC(=O)CCc2c(C)nn(-c3ccc(N4CCCC4)nn3)c2C)c1 | 7 | 3%
COc1ccc(NC(=O)CCn2nc(-c3ccccc3OC)c3c(C)cc(C)nc32)cc1 | -10 | 5%
CCOc1ccc(C(=O)Nc2nnc(SCc3cc(=O)n4ccccc4n3)s2)cc1 | 7 | -2%
CCOC(=O)c1ccc(CN(Cc2ccc(Cl)cc2Cl)S(=O)(=O)c2ccc(F)c(C)c2)cc1 | -10 | -9%
COc1ccc(OC)c(NC(=O)CCCc2nnc3n(C(C)C)c(=O)c4sccc4n23)c1 | 8 | -4%
COc1ccc(CN(Cc2ccco2)C(=O)c2ccccc2F)cc1 | -15 | 13%
CCCOC(=O)c1ccc(NC(=O)Cc2csc(C)n2)cc1 | -7 | -8%
Cc1ccc(NC(=O)CSc2nnc(-c3cc4occc4n3C)n2-c2ccccc2C)c(Cl)c1 | -2 | -1%
O=C(CN1N=C(c2ccccc2)CCC1=O)NCc1ccc(F)cc1Cl | -7 | -6%
Cc1nn(-c2ccc(Cl)cc2)c2nc(-c3cccnc3)cc(C(F)(F)F)c12 | 4 | -4%
O=C(NCCS(=O)(=O)N1CCN(c2ccccc2F)CC1)C(c1ccccc1)c1ccccc1 | 7 | 3%
CS(=O)(=O)c1oc(-c2ccc(F)cc2)nc1S(=O)(=O)c1ccc(Cl)cc1 | -41 | -2%
COc1cccc(CNC(=O)Cn2cc3c(n2)-c2c(oc(C(=O)N4CCCC4)c2C)CC3)c1 | 15 | -6%
COc1ccccc1CNC(=O)C1CCN(S(=O)(=O)c2c(C)noc2/C=C/c2c(C)cc(C)cc2C)CC1 | -8 | 2%
Cc1cc(Nc2ccc(Cl)cc2)n2cnnc2n1 | 2 | 1%
Cc1nc(SC(C)C(=O)Nc2ccccc2Cl)cc(-c2ccccc2)n1 (configuration not stated) | 17 | -2%
COCCCn1c(SCC(=O)Nc2ccccc2OC)nc2c(sc3ccccc32)c1=O | -10 | -9%
O=C(NCc1cccnc1)c1nn(-c2ccc(F)cc2)nc1CO | -8 | 0%
Cc1ccc(-n2nc(CO)c(C(=O)NCCCc3ccccc3)n2)cc1C | -20 | -5%

Source: PubChem BioAssay

Only part of the results is shown; rates above refer to the full screens.
